Tau fluor cs – counter-screen for tau fibril formation inhibitors; tau K18 P301L Alexa594 fluorescence, heparin fibrillization; Potency, µM (titrated, usually from 57.7 µM), for the others: top-dose activity change, negative = decrease; 280,000 compounds, 0.93% hits; further: on the % scale 0 is the no-effect control and ±100 the full control effect; nearly all actives have a fitted effect of over 55% in size
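Human tau K18 P301L (15 uM unlabeled, 0.24 uM Alexa 594-labeled) in 100 mM sodium acetate pH 7 with 20 uM heparin, 6 hr at 37 C. ThT 30 uM added, 1 hr ambient; Alexa 594 FP and total fluorescence read at 555/632 nm.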
GAA glycogen mod – inhibitors or activators of human alpha-glucosidase glycogen cleavage; P10253; recombinant GAA, glycogen substrate, Amplex Red glucose oxidase fluorescence; Potency, µM (doses to about 76.4 µM), without a hit: top-dose activity change, negative = inhibition, most hits filed as inhibitors; 300,000 compounds, 0.38% hits; AID 2100;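 further: 0% = full enzyme reaction and -100% = no-enzyme basal signal; the screen sought inhibitors and activators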
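Recombinant enzyme (4 nM final) with compounds titrated up to 77 uM and bovine liver glycogen (30 ug) in citrate pH 5.0, 0.01% Tween-20, 37 C 40 min. Released glucose detected by Amplex Red/glucose oxidase (Ex 573/Em 610); AC50 from Hill fits.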
GAA inh – alpha-glucosidase (human) inhibition | P10253 | 200,000 compounds, 0.005% hits | Potency, µM (doses to about 76.9 µM), inactives show at the highest dose activity change, negative = inhibition, actives largely listed as inhibitors | purified human GAA, 4-MU-alpha-glucoside fluorescence | AID 1466;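 further: plate controls were uninhibited enzyme wells for no effect and no-enzyme background for full effect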
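Compounds are titrated up to 77 uM against 4 nM human enzyme. Substrate 4-methylumbelliferyl-alpha-D-pyranoside (400 uM) reacts 20 min at room temperature in pH 5.0 buffer; liberated 4-methylumbelliferone is read at 440 nm.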
aGal spleen mod – alpha-galactosidase A (human) modulation; human spleen homogenate, 4MU-alpha-Gal fluorescence, 40 min; Potency, µM (titrated, usually from 80 µM), for the others: at the top dose activity change, negative = inhibition, actives largely listed as inhibitors; 240,000 compounds, 0.008% hits; AID 2107;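 further: 0% = enzyme with vehicle and -100% = no enzyme basal signal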
Target sequence (P06280 32-429 limits assumed): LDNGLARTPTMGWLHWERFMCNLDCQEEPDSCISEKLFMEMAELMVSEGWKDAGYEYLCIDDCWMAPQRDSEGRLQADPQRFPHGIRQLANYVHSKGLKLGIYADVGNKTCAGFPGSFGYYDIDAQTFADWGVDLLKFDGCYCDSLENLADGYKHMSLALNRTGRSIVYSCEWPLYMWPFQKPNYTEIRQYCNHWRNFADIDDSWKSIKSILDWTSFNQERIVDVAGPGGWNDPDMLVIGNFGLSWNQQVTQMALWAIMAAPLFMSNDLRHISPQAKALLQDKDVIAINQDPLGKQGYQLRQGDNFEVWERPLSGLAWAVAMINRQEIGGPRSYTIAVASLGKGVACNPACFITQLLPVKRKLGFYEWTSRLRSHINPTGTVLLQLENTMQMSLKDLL
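Fluorogenic readout (Ex 365/Em 440 nm) of 4-methylumbelliferone released from 1 mM 4-MU-alpha-galactoside by spleen homogenate, 40 min at 37C, pH 5.0. Data normalized to no-enzyme and enzyme controls; Hill-equation AC50 from compound titrations.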
HTT ATP protect – Huntington cell model cytoprotection by ATP luminescence; PC12 HTT-Q103 induced, cytoprotection, ATP luminescence, 40 h; Potency, µM (series often up to 56.4 µM), for the others: cytoprotection (ATP increase), hits mostly activators; 230,000 compounds, 0.14% hits;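 further: % of control where 0% means no effect; nearly all actives have a fitted effect of over 45% in size; toxic huntingtin expression switched on by the ecdysone agonist tebufenozide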
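PC12 cells stably carrying ecdysone-inducible Htt exon 1 (Q103)–GFP were induced with 100 nM tebufenozide (final) alongside library compounds in a dose series. Cytoprotection was scored as retained ATP by ATPlite luminescence.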
aGlu spleen mod – lysosomal alpha-glucosidase (human) modulation | P10253 | 240,000 compounds, 0.006% hits | Potency, µM (series often up to 79.9 µM), inactives show at the highest dose activity change, negative = inhibition, usual class: inhibitors | human spleen homogenate, 4-MU-alpha-glucoside fluorescence;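 further: 0% = enzyme with vehicle and -100% = no enzyme basal signal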
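Compounds were titrated against alpha-glucosidase in spleen homogenate at pH 5.0, with 1 mM 4-methylumbelliferyl substrate for 40 min at 37 C. Reactions were quenched with pH 10 NaOH/glycine and fluorescence measured.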
Tau ThT inhib – blocks human tau fibril formation measured by thioflavin T; AID 1460; P10636; recombinant tau K18 P301L (four-repeat tau fragment), heparin-induced fibrillization, ThT fluorescence; 270,000 compounds, 2.1% hits; Potency, µM (highest dose often 57.4 µM), inactives show at the top dose activity, negative = inhibition, hits mostly inhibitors; further: on the % scale 0 is the no-effect control and ±100 the full control effect; nearly all actives have a fitted effect of over 55% in size
Target sequence (P10636 561-689 P618L limits assumed): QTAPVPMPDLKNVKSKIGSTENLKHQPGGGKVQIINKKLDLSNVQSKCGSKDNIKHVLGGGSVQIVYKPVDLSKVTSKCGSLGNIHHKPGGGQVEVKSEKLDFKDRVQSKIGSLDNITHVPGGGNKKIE
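Heparin-induced (20 uM) aggregation of recombinant human K18 P301L tau, 15 uM unlabeled with 0.24 uM labeled, pH 7 acetate buffer, 6 hr at 37 C with compound. Fibrils quantified by 30 uM ThT fluorescence after 1 hr ambient incubation.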
Tau FP inhib – tau fibrillization inhibition (FP); P10636; K18 P301L tau heparin fibrillization, Alexa594 FP, 6 h; Potency, µM (top dose mostly 57.7 µM), for the others: at the top dose activity, negative = inhibition, hits mostly inhibitors; 280,000 compounds, 0.39% hits; AID 1468; further: on the % scale 0 is the no-effect control and ±100 the full control effect; nearly all actives have a fitted effect of over 55% in size
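Quantitative HTS format: compounds meet 15 uM recombinant K18 P301L tau and Alexa 594-tau tracer in 100 mM sodium acetate pH 7; 20 uM heparin triggers fibrillization at 37 C over 6 hr; FP gives the signal.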
Starred values were filed as active, the others as inactive; ? = inconclusive; nt = not tested or not shown; & = joins results of further samples; [ ] = another dose, or the depositor's remark. The call rests on the fitted dose curve; in most records, active means well fitted curve in the direction sought with a large enough effect; inconclusive means small, poorly fitted or top-dose-only effect, or another doubt; inactive means no such curve, though single readings can be large; an effect the other way counts as inactive or inconclusive. Potency means the concentration at half of the fitted maximal effect. Not a hit list; about 3.3% have a hit in one of these screens.

1) COc1cc2cc(C(=O)Nc3ccccc3)c(N)nc2cc1OC
2) CC(C)(C)OC(=O)NCCCC[C@@H](C(=O)N1CCN(C(=O)OC(C)(C)C)CC1)n1cc(CCC(=O)O)nn1
3) COc1ccc(CC(=O)Nc2sc3c(c2C(=O)Nc2ccccc2)CCCCC3)cc1
4) COc1ccc(CCN(C)C(=O)C2CCCN(Cc3ccc(OC)c(OC)c3)C2)cc1OC (configuration not stated)
5) COc1ccc(NC(=O)c2cc3c(=O)n(C)c4ccccc4c3n2C)cc1OC
6) Cc1ccccc1NC(=O)c1ccc(C)c(S(=O)(=O)Nc2ccccn2)c1
7) CN1CCC(CNC(=O)Nc2csc3ccccc23)CC1
8) c1ccc2c(c1)Oc1cccc3cccc-2c13
assay / compound | 1 | 2 | 3 | 4 | 5 | 6 | 7 | 8
Tau fluor cs | -18% | 4% | -9% | 4%&7% | ? | 2% | -19% | -2%
GAA glycogen mod | 2% | -13% | -10%[76.3 µM] | 3%&3% | -23% | 6% | -6% | 2%
GAA inh | 7% | nt | nt | -3%&5% | -7% | -17% | nt | nt
aGal spleen mod | 14% | 0% | nt | 4%&-8% | 4% | -14% | -28% | 19%
HTT ATP protect | -26%[10 µM] | 13%[10 µM] | nt | 8%&-43% | -6% | 4%[10 µM] | 12%[10 µM] | 1%[10 µM]
aGlu spleen mod | 5% | -7% | nt | -4%&5% | 6% | 7% | -1% | 5%
Tau ThT inhib | ? | -10% | -1% | 16%&5% | ? | 3% | ? | -9%
Tau FP inhib | -3% | 1% | ? | 2%&0% | 3% | -2% | 13% | 5%

9) CCOC(=O)C1=NN(c2ccccc2C)C2=NC(C)=C(C(=O)OC)C(c3cccs3)N12 (configuration not stated)
10) COc1cc(CNn2c(C)n[nH]c2=S)cc(Cl)c1OCc1ccccc1
11) CC(C)(C)c1ccc(C(=O)NNc2cc(N3CCOCC3)nc(N3CCOCC3)n2)cc1
12) COC(=O)c1ccc(NC(=O)CC2Nc3cc(C)c(C)cc3NC2=O)cc1 (configuration not stated)
13) CC(=O)c1cc(C(=O)Nc2ccccc2C(=O)O)oc1C
14) CCCOP(=O)(c1ccc(N(C)C)cc1)C(O)c1ccccc1OC (configuration not stated)
15) O=C(CC1Oc2ccccc2NC1=O)NCc1ccccc1 (configuration not stated)
16) O=c1c(Cl)c(Cl)cnn1Cc1ccccc1Cl
assay / compound | 9 | 10 | 11 | 12 | 13 | 14 | 15 | 16
Tau fluor cs | 2% | -26% | 11% | ? | 2% | -4% | -10% | 11%
GAA glycogen mod | -1% | -15% | ? | 19%[76.3 µM] | 3% | 0% | 9% | -1%
GAA inh | -2% | -4% | -1% | nt | -3% | -3% | -3%[15.4 µM] | 4%
aGal spleen mod | 3% | 6% | -23% | nt | -7% | -2% | -11% | 2%
HTT ATP protect | 20%[10 µM] | -42%[inhibitor] | -3%[10 µM] | nt | -8% | -5% | -4% | 5%[0.074 µM]
aGlu spleen mod | 4% | -7% | 0% | nt | -11% | 1% | -3% | 5%
Tau ThT inhib | -4% | ? | 19% | ? | 1% | -7% | -18% | 13%
Tau FP inhib | 2% | 4% | -2% | 3% | 1% | 8% | -16% | 3%

17) COCC(O)CSc1nc(C)[nH]c1[N+](=O)[O-] (configuration not stated)
18) COc1ccccc1NC(=O)Nc1ccc(C(=O)N2CCCCC2)cc1
19) N#Cc1c2n(c(=S)n(-c3ccc(F)cc3)c1=O)CCCCC2
20) COc1ccc(C(=O)N/N=C(\C)CC(=O)Nc2cccc(C(F)(F)F)c2)cc1
21) O=C(NN=C1CCCC1)C1COc2ccccc2O1 (configuration not stated)
22) O=C(NC(=S)Nc1cccc(-c2ccc(CO)o2)c1)c1cccs1
23) COC(=O)c1ccccc1NC(=O)CN(C)S(=O)(=O)c1ccc(OC)c(C)c1
24) CC(C)CC(=O)N1CCN(CC2CC=CCC2)CC1 (configuration not stated)
assay / compound | 17 | 18 | 19 | 20 | 21 | 22 | 23 | 24
Tau fluor cs | -10% | ? | -2% | ? | 3% | -18% | -20% | 4%
GAA glycogen mod | 8% | -5% | -10% | -13% | -13% | 8% | 2% | -2%
GAA inh | -6% | nt | -5% | nt | 0% | -7% | ? | 2%
aGal spleen mod | 6% | 4% | -10% | -4% | 0% | -2% | 24% | -4%
HTT ATP protect | 11% | -18%[10 µM] | -7% | -8%[10 µM] | 1%[10 µM] | -18% | 4% | -3%[10 µM]
aGlu spleen mod | -3% | 10% | nt | -10% | 6% | 5% | 14% | 4%
Tau ThT inhib | -6% | -17% | -1% | nt | -4% | ? | ? | 9%
Tau FP inhib | 2% | -3% | 6% | -24% | 6% | -8% | -5% | 4%

Laid out differently: results already given
No. | smiles | Tau fluor cs | GAA glycogen mod | GAA inh | aGal spleen mod | HTT ATP protect | aGlu spleen mod | Tau ThT inhib | Tau FP inhib
1 | COc1cc2cc(C(=O)Nc3ccccc3)c(N)nc2cc1OC | -18% | 2% | 7% | 14% | -26%[10 µM] | 5% | ? | -3%
2 | CC(C)(C)OC(=O)NCCCC[C@@H](C(=O)N1CCN(C(=O)OC(C)(C)C)CC1)n1cc(CCC(=O)O)nn1 | 4% | -13% | nt | 0% | 13%[10 µM] | -7% | -10% | 1%
3 | COc1ccc(CC(=O)Nc2sc3c(c2C(=O)Nc2ccccc2)CCCCC3)cc1 | -9% | -10%[76.3 µM] | nt | nt | nt | nt | -1% | ?

The listing continues:
25) O=C(CNC(=O)c1ccccc1Cl)N/N=C/c1ccc([N+](=O)[O-])s1
26) CC(=O)Nc1nonc1-c1nnc(SCc2ccc(F)cc2)n1C
27) O=C(NN1CCOCC1)c1cc(-c2ccc(Br)s2)nc2ccccc12
28) CCOC(=O)N1CCN(c2c(N3CCN(c4cc(C)ccc4C)CC3)c(=O)c2=O)CC1
29) CCOC(=O)N1CCN(C(=O)C2CCN(S(=O)(=O)c3cc(Cl)ccc3Cl)CC2)CC1
30) COCCCNc1nc2ccccc2nc1NS(=O)(=O)c1ccc(C)cc1
31) CCOC(=O)N1CCN(S(=O)(=O)c2ccc(OC)c(Cl)c2Cl)CC1
32) CC(=O)N(C(C)=O)n1c(/C=C/c2cccc([N+](=O)[O-])c2)nc2ccccc2c1=O
assay / compound | 25 | 26 | 27 | 28 | 29 | 30 | 31 | 32
Tau fluor cs | -20% | -20% | 5% | -6% | -8% | -1% | -9% | -3%[2.34 µM]
GAA glycogen mod | 17% | 4%[76.3 µM] | -16% | -2% | 4% | -3% | -3% | 2%
GAA inh | 5% | nt | 6% | -4% | ? | nt | -8% | ?
aGal spleen mod | -1% | nt | 3% | 0% | -9% | 5% | -6% | 8%
HTT ATP protect | 14%[10 µM] | nt | -31% | -11% | -22% | 20%[10 µM] | 1%[0.074 µM] | 12%[10 µM]
aGlu spleen mod | -5% | nt | 6% | -16% | -2% | 5% | -10% | 2%
Tau ThT inhib | ? | -12% | 5% | -9% | -6% | -7% | 2% | 1%
Tau FP inhib | 5% | -2% | -2% | -2% | -2% | 6% | -5% | -7%[2.34 µM]

Record cards, as listed above. Order of values: Tau fluor cs, GAA glycogen mod, GAA inh, aGal spleen mod, HTT ATP protect, aGlu spleen mod, Tau ThT inhib, Tau FP inhib
CCOC(=O)N1CCN(S(=O)(=O)c2ccc(OC)c(Cl)c2Cl)CC1 is listed as -9%, -3%, -8%, -6%, 1%[0.074 µM], -10%, 2%, -5%
CCOC(=O)N1CCN(C(=O)C2CCN(S(=O)(=O)c3cc(Cl)ccc3Cl)CC2)CC1 is listed as -8%, 4%, ?, -9%, -22%, -2%, -6%, -2%

Continuation.
33) COc1ccc(C(=O)C2CCCN(C(=O)c3noc4c3CCCC4)C2)c(C)c1 (configuration not stated)
34) CCOc1ccc(NS(=O)(=O)c2ccc3c(c2)CCN3C(=O)CCC(=O)O)cc1
35) COc1cc2c(cc1OC)CN(C(=S)Nc1ccccc1Cl)CC2
36) CO/N=C/C(C#N)=C/c1cc(C(=O)c2ccccc2)cn1C
37) Cc1noc(C)c1COc1ccc(C(=O)OCC(=O)Nc2c(C)n(C)n(-c3ccccc3)c2=O)cc1
38) COc1ccc(/C=C(\NC(=O)c2ccccc2)C(=O)OCC2CCCN3CCCCC23)cc1OC (configuration not stated)
39) Cc1cc(=O)n2nc(N3CCC(C(=O)N4CCN(C)CC4)CC3)sc2n1
40) CCCc1[nH]nc2c1C(c1cccnc1)C(C#N)=C(N)O2 (configuration not stated)
assay / compound | 33 | 34 | 35 | 36 | 37 | 38 | 39 | 40
Tau fluor cs | -11% | -4% | -23% | -16% | 2% | -8% | -2% | ?
GAA glycogen mod | 7% | -29% | -21% | 4% | -9% | 3% | 2% | -21%
GAA inh | ? | -9% | -6% | -10% | ? | -14% | -2% | -9%
aGal spleen mod | -8% | -2% | 7% | 0% | 4% | -6% | 18% | -7%
HTT ATP protect | 9%[10 µM] | -8% | -9% | -30% | 34%[10 µM] | -17% | -9% | -34%
aGlu spleen mod | -4% | -4% | 8% | 0% | -22% | -1% | -10% | 3%
Tau ThT inhib | -12% | -10% | -12% | -12% | 2% | -9% | ? | 18µM*
Tau FP inhib | 1% | -2% | -14% | -3% | -3% | -4% | 3% | ?

41) COc1ccccc1NC(=S)NC(=O)C(C)C
42) Cc1ccc(S(=O)(=O)NCCC(c2ccccc2)c2ccco2)cc1 (configuration not stated)
43) CCOC(=O)N1CCC(N2CCCC(CO)(Cc3cccc(Cl)c3)C2)CC1 (configuration not stated)
44) COc1ccc(-c2cc(C(=O)NN)n(-c3ccccc3)n2)cc1
45) COC(=O)c1cn(CCOc2ccccc2F)c2ccccc12
assay / compound | 41 | 42 | 43 | 44 | 45
Tau fluor cs | -1% | 5% | 4% | -5% | ?
GAA glycogen mod | -1% | -3% | 9% | -30% | -7%
GAA inh | -7% | -1% | -4% | 2% | 0%
aGal spleen mod | 1% | 12% | -3% | 4% | -6%
HTT ATP protect | -13% | 3%[10 µM] | -27% | -15%[10 µM] | -13%
aGlu spleen mod | 3% | 3% | -5% | 0% | 0%
Tau ThT inhib | 5% | 8% | 1% | -12% | ?
Tau FP inhib | -7% | -1% | 2% | -5% | -11%
